KCNH2 3.1 inh = blocks the human KCNH2 3.1 channel isoform. activity change, % (tested at about 1.8 µM). U2OS KCNH2 3.1, thallium flux FluxOr; active compounds read low. 0.95% of 340,000 active;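 active = maximum activity change below -70%; inconclusive = maximum activity change from -70% to -50%; inactive = maximum activity change above -50%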;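 note: thallium influx rate constant from kinetic fluorescence after stimulation buffer; % is set by controls: 0 for no effect and ±100 for the full control effect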
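Thallium flux read-out: FluxOr dye with Red40 quencher in HBSS/HEPES, 45 min at RT. Rate constants from kinetic reads were normalized to positive and negative DMSO controls. Cells: U2OS virally expressing the 3.1 isoform.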
NPC1 prom act = NPC1 promoter activation; Huh7 NPC1 promoter luciferase reporter, 24 h; Potency, µM (doses to about 9.22 µM), without a hit: top-dose activation, actives largely listed as activators; 2.4% of 320,000 active; AID 485313;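 note: potency is the fitted concentration of half-maximal effect; % of control where 0% means no effect; nearly all actives have a fitted effect of over 60% in size; reporter is driven by a mutant NPC1 promoter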
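NPC1 promoter–luciferase Huh7 cells; 24 h compound; luminescence.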
Mito fusion act = blocks mitochondrial division or promotes mitochondrial fusion; S. cerevisiae fusion-defective mutant growth rescue, CellTiterGlo 48 h; Potency, µM (highest dose often 46.1 µM), inactives show at the top dose growth rescue (activation), hits mostly activators; 0.23% of 320,000 active; AID 485298;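 note: potency is the fitted concentration of half-maximal effect; % of control where 0% means no effect; nearly all actives have a fitted effect of over 45% in size; temperature-sensitive fusion mutants such as fzo1-1 at 37 °C on non-fermentable ethanol glycerol medium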
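Yeast fusion mutant, YPEG (non-fermentable carbon), compound, 48 h at 37C non-permissive; CellTiterGlo added, 10 min RT, luminescence read. Rescued growth = division inhibition.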
PKM2 activator = increases activity of human pyruvate kinase M2; 0.34% of 260,000 active; AID 1631; purified PKM2, Kinase-Glo ATP luminescence, activation; response scale: 0% is enzyme alone, no compound; P14618; Potency, µM (series often up to 57.5 µM), without a hit: at the top dose activation, usual class: activators; note: potency is the fitted concentration of half-maximal effect; % is set by controls: 0 for no effect and ±100 for the full control effect; nearly all actives have a fitted effect of over 55% in size
Target sequence (P14618 whole entry, looked up): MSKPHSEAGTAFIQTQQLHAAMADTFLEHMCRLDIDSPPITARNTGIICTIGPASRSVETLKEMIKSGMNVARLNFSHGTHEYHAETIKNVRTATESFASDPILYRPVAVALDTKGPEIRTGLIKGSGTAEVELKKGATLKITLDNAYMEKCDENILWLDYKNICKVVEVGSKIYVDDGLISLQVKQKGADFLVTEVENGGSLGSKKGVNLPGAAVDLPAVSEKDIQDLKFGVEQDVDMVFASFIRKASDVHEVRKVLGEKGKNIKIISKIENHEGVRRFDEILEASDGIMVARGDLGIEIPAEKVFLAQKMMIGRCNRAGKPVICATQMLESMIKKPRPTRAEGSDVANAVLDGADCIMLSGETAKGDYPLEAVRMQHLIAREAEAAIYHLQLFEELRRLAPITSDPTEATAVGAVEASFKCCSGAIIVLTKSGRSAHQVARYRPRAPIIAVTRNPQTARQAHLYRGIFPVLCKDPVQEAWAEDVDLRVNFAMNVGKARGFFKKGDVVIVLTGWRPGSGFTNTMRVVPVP
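Purified hPK-M2 (>95%) run at intermediate activity with 0.1 mM ADP and 0.5 mM PEP in 50 mM imidazole pH 7.2, KCl, MgCl2; 1 h room temperature. ATP formed read by Kinase-Glo luminescence; normalized to uninhibited and no-enzyme controls.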
RORgamma inh = inhibitors of mouse ROR gamma transcriptional activity; AID 2551; Drosophila S2 Gal4-RORgamma UAS-luciferase reporter, 20 h; Potency, µM (top dose mostly 53.6 µM), for the others: at the highest dose activity change, negative = inhibition, usual class: inhibitors; P51450; 5.4% of 310,000 active; note: potency is the fitted concentration of half-maximal effect; % is set by controls: 0 for no effect and ±100 for the full control effect; nearly all actives have a fitted effect of over 60% in size
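Stable Schneider cell line, Gal4 DNA-binding domain fused to ROR gamma, UAS-luciferase. Cmpd 1 hr RT → CuSO4 700 uM final → 20 hr RT → luciferase reagent 10 min → luminescence.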
VP16 counter = counter-screen for ROR gamma inhibitors: Gal4-VP16 reporter; Drosophila S2 Gal4-VP16 UAS-luciferase, luminescence, 20 h; Potency, µM (titrated, usually from 53.6 µM), inactives show at the top dose activity, negative = inhibition, usual class: inhibitors; 3.5% of 310,000 active; AID 2546;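 note: Gal4-VP16 expression switched on by copper sulfate through the metallothionein promoter; potency is the fitted concentration of half-maximal effect; % is set by controls: 0 for no effect and ±100 for the full control effect; nearly all actives have a fitted effect of over 50% in size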
MBNL1-CUG inh = blocks human MBNL1 binding to CUG repeat RNA; Q9NR56; TR-FRET MBNL1-His/biotin-(CUG)12 binding, 665/545 ratio; Potency, µM (series often up to 57.5 µM), for the others: at the top dose activity change, negative = inhibition, hits mostly inhibitors; 0.036% of 280,000 active; AID 2675; active = well fitted inhibition curve with a large enough effect in the signal ratio, with a control signal flat, not every such curve was filed as active; inconclusive = small, poorly fitted or top-dose-only effect, or effect the other way, or a change in a side signal; inactive = no such curve, though single readings can be large or run the other way; the % refers to the signal ratio; note: potency is the fitted concentration of half-maximal effect; % is set by controls: 0 for no effect and ±100 for the full control effect
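Compounds (final 92 nM to 58 uM) are added to His-tagged MBNL1 and biotin-(CUG)12, then terbium anti-His antibody and streptavidin-XL665 (5 nM final). After 60 min at room temperature, the 665/545 nm ratio is read.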
FLuc modulator = firefly luciferase modulation, counter-screen for miR-21 project. P08659. purified FLuc, Km substrates, luminescence inhibition. Potency, µM (top dose mostly 57.5 µM), for inactives: at the highest dose activity change, negative = inhibition, actives largely listed as inhibitors. 6.9% of 360,000 active. AID 588342;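 note: potency is the fitted concentration of half-maximal effect; plate controls were vehicle for no effect and reference inhibitor for full effect; nearly all actives have a fitted effect of over 55% in size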
Target sequence (P08659 whole entry, looked up): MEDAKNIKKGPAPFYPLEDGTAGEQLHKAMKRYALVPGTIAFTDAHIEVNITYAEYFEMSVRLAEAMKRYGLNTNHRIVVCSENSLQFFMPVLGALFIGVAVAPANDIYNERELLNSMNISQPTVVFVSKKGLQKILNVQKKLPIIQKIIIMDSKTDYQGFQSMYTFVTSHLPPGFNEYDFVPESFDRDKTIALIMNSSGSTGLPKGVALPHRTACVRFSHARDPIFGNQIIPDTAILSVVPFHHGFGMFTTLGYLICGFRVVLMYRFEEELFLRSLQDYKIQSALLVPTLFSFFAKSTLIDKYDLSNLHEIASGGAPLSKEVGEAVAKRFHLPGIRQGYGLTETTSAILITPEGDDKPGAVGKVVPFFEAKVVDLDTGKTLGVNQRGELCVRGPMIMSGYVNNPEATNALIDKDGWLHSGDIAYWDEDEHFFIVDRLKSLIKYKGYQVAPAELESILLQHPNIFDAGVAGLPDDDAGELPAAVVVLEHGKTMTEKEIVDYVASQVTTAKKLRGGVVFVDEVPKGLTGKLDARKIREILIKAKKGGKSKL
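Biochemical qHTS of compounds, final roughly 60 µM downward over six points, against 10 nM purified firefly luciferase using Km concentrations of substrates (10 uM D-luciferin, 10 uM ATP) in Tris acetate pH 7.5 buffer; luminescence output.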
Rab9 prom act = Rab9 promoter activation; Huh7 Rab9 promoter-luciferase reporter, luminescence, 24 h; Potency, µM (highest dose often 9.22 µM), without a hit: at the highest dose activation, negative = inhibition, hits mostly activators; 2.8% of 320,000 active; AID 485297; note: potency is the fitted concentration of half-maximal effect; % of control where 0% means no effect; nearly all actives have a fitted effect of over 60% in size
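Luciferase signal after 10 min detection reagent at ambient indicates Rab9 promoter upregulation; stably transfected Huh7 cells were treated 24 h with compound in DMSO at 37 °C, 5% CO2.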
Menin MLL FP TR = menin-MLL binding inhibition, Texas Red mutant peptide; 0.23% of 270,000 active; O00255; Menin + Texas Red MLL mutant peptide, fluorescence polarization; Potency, µM (series often up to 61.6 µM), inactives show at the highest dose FP activity change, negative = inhibition, usual class: inhibitors; AID 1768; active = well fitted inhibition curve with a large enough effect in the polarisation, with a control signal flat, not every such curve was filed as active; inconclusive = small, poorly fitted or top-dose-only effect, or effect the other way, or a change in a side signal; inactive = no such curve, though single readings can be large or run the other way; the % refers to the polarisation; note: potency is the fitted concentration of half-maximal effect; % of control where 0% means no effect; many of its hits are not listed in these tables
ELG1 repair inh = blocks ELG1-dependent DNA repair in HEK293T cells. 2.3% of 330,000 active. Potency, µM (series often up to 46.1 µM), for the others: at the top dose activity change, negative = inhibition, usual class: inhibitors. AID 504467. HEK293T ELG1-luciferase reporter, luminescence, 16 h; DNA damage induced by 5-fluorouridine; note: potency is the fitted concentration of half-maximal effect; % is set by controls: 0 for no effect and ±100 for the full control effect; nearly all actives have a fitted effect of over 55% in size
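HEK293T cells expressing luciferase-tagged ELG1 (2,000/well) received 5-Fluorouridine plus compound or DMSO for 16 hr at 37 °C. Luciferase was read by ONE-Glo luminescence after 30 min at room temperature.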
Active calls of the source: *; ? = inconclusive; . = no result given; [ ] = dose if it differs, or a comment. Unless noted, calls come from the whole dose curve; as a rule, active = well fitted curve in the direction sought with a large enough effect; inconclusive = small, poorly fitted or top-dose-only effect, or another doubt; inactive = no such curve, though single readings can be large; an effect the other way counts as inactive or inconclusive. Not all compounds are listed; rates above refer to the full screens.

1	O=C(O)/C=C/C(=O)Nc1ccc(Oc2ncnc3cc(Cl)ccc23)nc1
2	COc1ccc(C(=S)N2CCCC2)cc1
3	CC(C)(C)OC(=O)N1CCC(CNC(=O)Nc2ccccc2)CC1
4	Cc1ccc(C2=[N+]([O-])C(C)(C)CC2)cc1
5	CN(c1ccccc1C(=O)N1CCCC1)S(C)(=O)=O
6	CCN(Cc1ccc(OC)c(COC)c1)CC1CCCN(CCc2cccc(OC)c2)C1 (centres undefined)

Compound	1	2	3	4	5	6
KCNH2 3.1 inh	14	3	15	20	-7	-9
NPC1 prom act	0%	-24%	-2%	-4%	-2%	0%
Mito fusion act	-1%	1%	2%	-2%	-4%	-4%
PKM2 activator	-6%	-5%	5%	6%	6%	2%
RORgamma inh	12%	-17%	8%	-32%	2%	.
VP16 counter	-15%	3%	-2%	23%	-4%	.
MBNL1-CUG inh	-9%	?	1%	0%	-4%	-2%
FLuc modulator	?	2%	-18%	4%	4%	4%
Rab9 prom act	4%	0%	0%	-1%	2%	-8%
Menin MLL FP TR	.	-7%	.	-1%	7%	-20%
ELG1 repair inh	?	-11%	7%	11%	17%	2%

7	COc1ccc(C(=O)/C=C/Nc2ccc(S(=O)(=O)Nc3ncccn3)cc2)cc1
8	CCn1c(=O)c2cc(C(=O)NCCN(C)C)sc2c2ccccc21
9	CCOC(=O)C1=C(C)NC(=O)NC1c1ccoc1 (centres undefined)
10	CC(=O)Nc1c(-c2ccccc2)nc2cc(C)ccn12
11	CN(CC(=O)Nc1ccccc1Cl)C(=O)CSc1ncc(C(F)(F)F)cc1Cl
12	CCOc1ccc(S(=O)(=O)n2c(C)nc3ccccc32)cc1

Compound	7	8	9	10	11	12
KCNH2 3.1 inh	.	5	-4	-6	8	-1
NPC1 prom act	6%	2%	-3%	-3%	-3%	2%
Mito fusion act	0%	-3%	3%	0%	9%	2%
PKM2 activator	-11%	.	-2%	-1%	0%	1%
RORgamma inh	28%	0%	-5%	1%	2%	4%
VP16 counter	-3%	-2%	3%	1%	10%	3%
MBNL1-CUG inh	1%	20%	-14%	-3%	?	-7%
FLuc modulator	?	-3%	4%	4%	1%	2%
Rab9 prom act	3%	-11%	-10%	1%	-1%	0%
Menin MLL FP TR	?	2%	21%	-8%	11%	-1%
ELG1 repair inh	?	?	1%	?	12%	-1%

13	Cc1nc([N+](=O)[O-])c(C(=O)O)n1C
14	COc1cccc(Nc2nc(CC(C)=O)ns2)c1
15	CS(=O)(=O)N1CCCC(C(=O)Nc2cccc(F)c2)C1 (centres undefined)
16	CCOc1ccc(Cl)cc1C(c1c(C)[nH][nH]c1=O)c1c(C)[nH][nH]c1=O
17	COc1ccccc1/C=C/CN1CCCC(CO)(CCc2ccccc2)C1 (centres undefined)
18	CCc1cc(CNC(=O)CCc2nnc(Cc3cccc(C)c3)o2)on1

Compound	13	14	15	16	17	18
KCNH2 3.1 inh	-9	-7	8	3	-75*	8
NPC1 prom act	0%	?	-4%	-4%	-6%	-1%
Mito fusion act	-4%	-1%	-5%	-1%	-15%	3%
PKM2 activator	0%	-10%	1%	-4%	5%	4%
RORgamma inh	0%	-9%	-26%	-13%	-9%	1%
VP16 counter	3%	-7%	2%	-1%	-8%	-2%
MBNL1-CUG inh	-5%	-8%	-4%	2%	-5%	3%
FLuc modulator	1%	?	0%	-3%	5%	-17%
Rab9 prom act	0%	27%	-1%	2%	3%	-1%
Menin MLL FP TR	11%	-15%	7%	-12%	?	-1%
ELG1 repair inh	17%	?	9%	4%	-28%	?

19	O=C(O)CCC1=C2c3ccccc3CCN2C(=O)CC1
20	O=C(N/N=C/c1ccc(O)c(O)c1)c1ccc(-n2cnnn2)cc1
21	CCN(C(=O)COC(=O)c1ccc(Cl)c(N)c1)C1CCS(=O)(=O)C1 (centres undefined)
22	CCn1c(CCCCc2n[nH]c(=S)n2CC)n[nH]c1=S
23	CC(C)C[C@H](NC(=O)C1(c2ccccc2)CCN(C(=O)[C@H]2CSCN2C(=O)OC(C)(C)C)CC1)C(=O)O
24	Cc1ccc(O)c(C(=O)CC(=O)c2cccc(F)c2)c1

Compound	19	20	21	22	23	24
KCNH2 3.1 inh	1	16	-11	7	-6	2
NPC1 prom act	6%	0%	-3%	-1%	-1%	?
Mito fusion act	-1%	-1%	-6%	3%	-16%	23%
PKM2 activator	-8%	.	-11%	1%	0%	9%
RORgamma inh	18%	.	0%	5.6µM*	-8%	7.9µM*
VP16 counter	1%	.	7%	-26%	-1%	7.1µM*
MBNL1-CUG inh	-1%	.	3%	-2%	-21%[11.5 µM]	2%
FLuc modulator	-1%	2%	-4%	-2%	-1%	-7%[2.3 µM]
Rab9 prom act	2%	0%	-3%	0%	-3%	?
Menin MLL FP TR	-11%	.	-4%	0%	3%	?
ELG1 repair inh	4%	14%	4%	?	-2%	?

Brought forward from above: 4 entries; new compounds follow.
21	CCN(C(=O)COC(=O)c1ccc(Cl)c(N)c1)C1CCS(=O)(=O)C1 (centres undefined)
22	CCn1c(CCCCc2n[nH]c(=S)n2CC)n[nH]c1=S
23	CC(C)C[C@H](NC(=O)C1(c2ccccc2)CCN(C(=O)[C@H]2CSCN2C(=O)OC(C)(C)C)CC1)C(=O)O
24	Cc1ccc(O)c(C(=O)CC(=O)c2cccc(F)c2)c1
25	CC1(C)NC(=O)N(CC(=O)Nc2nc(-c3ccc(F)cc3)cs2)C1=O
26	Cc1ccc(NC(=O)[C@@H]2CCCN2S(=O)(=O)c2ccccc2C(F)(F)F)cc1S(=O)(=O)N1CCOCC1
27	O=C(Nc1cccc(S(=O)(=O)N2CCCCCC2)c1)c1ccc(=O)[nH]c1
28	NC(=O)c1cc(S(=O)(=O)N2CCCC2)ccc1OCCOc1ccccc1F
29	Cc1ccc(NC(=O)NC2CCN(CC(=O)Nc3nccs3)CC2)cc1
30	COc1ccc(NC(=S)NC(NC(=O)c2ccccc2Cl)C(Cl)(Cl)Cl)c([N+](=O)[O-])c1 (centres undefined)

Compound	21	22	23	24	25	26	27	28	29	30
KCNH2 3.1 inh	-11	7	-6	2	17	-27	16	9	-16	-12
NPC1 prom act	-3%	-1%	-1%	?	9%	-2%	-6%	1%	-5%	-1%
Mito fusion act	-6%	3%	-16%	23%	-2%	-6%	-4%	-1%	-1%	2%
PKM2 activator	-11%	1%	0%	9%	1%	0%	.	.	-2%	7%
RORgamma inh	0%	5.6µM*	-8%	7.9µM*	39%	36%	.	.	-23%	?
VP16 counter	7%	-26%	-1%	7.1µM*	11%	3%	.	.	3%	-5%
MBNL1-CUG inh	3%	-2%	-21%[11.5 µM]	2%	-4%	-1%	.	.	-7%	?
FLuc modulator	-4%	-2%	-1%	-7%[2.3 µM]	-8%	0%	1%	3%	0%	6%
Rab9 prom act	-3%	0%	-3%	?	3%	-1%	-4%	-1%	-10%	-4%
Menin MLL FP TR	-4%	0%	3%	?	.	20%	.	.	1%	?
ELG1 repair inh	4%	?	-2%	?	1%	?	-15%	11%	-18%	?

31	CC(C)(C)c1ccc(C(=O)CC(=O)c2cc(Cl)ccc2O)cc1
32	Cc1cc(-c2nnc(SCc3cccnc3)o2)no1
33	COC(=O)C(CC(C)C)NC(=O)C(N)Cc1ccccc1 (centres undefined)
34	O=c1cc(CN2CCOCC2)c2cc(Cl)ccc2o1
35	O=C(COc1cccc(F)c1)N1c2ccccc2Sc2ccccc21

Compound	31	32	33	34	35
KCNH2 3.1 inh	5	-11	9	-2	-6
NPC1 prom act	23%	4%	-3%	-4%	-1%
Mito fusion act	4%	-6%	3%	6%	?
PKM2 activator	0%	0%	-7%	.	2%
RORgamma inh	11µM*	30%	-1%	-16%	31%
VP16 counter	?	0%	-2%	-4%	5%
MBNL1-CUG inh	-2%	-7%	9%	0%	8%
FLuc modulator	-5%	-4%	0%	2%	1%
Rab9 prom act	-2%	2%	-4%	-4%	-2%
Menin MLL FP TR	.	2%	19%	4%	-11%
ELG1 repair inh	1%	?	-25%	?	5%

From PubChem
